# Source: PubChem BioAssay (Broad Institute)
# FN deposition inh: inhibitors of fibronectin matrix deposition, primary screen, AH1F cells, Alexa488-fibronectin fluorescence, plate reader | hit rate 0.086% among 350,000 | inhibition, % at 12.6 µM | AH1F fibroblasts, overnight | AID 743247, 2014;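 active = mean inhibition across replicates of 30% or more, regardless of how many single replicates reach that level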;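 note: positive control wells lacked labelled fibronectin entirely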
#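 Material: AH1F fibroblast monolayer depositing Alexa488-labelled fibronectin into matrix / Amount: 10000 AH1F cells per well / Signal: fluorescence 485/525 nm / Medium: DMEM, 2% serum / Compound: single dose, pinned / Incubation: 1 h cell adhesion before compound, then overnight fibronectin incubation / Reagent: Alexa488-FN, 24 nM final / Read-out: inhibition of fibronectin deposition signal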
# S100A4 MyoIIA: inhibitors of S100A4-myosin IIA peptide binding, primary screen, biochemical, fluorescence polarization, TAMRA-MyoIIA peptide; Protein S100-A4 (Homo sapiens), P26447; inhibition, % at 10.7 µM; hit rate 0.14% among 360,000;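 active = mean inhibition of at least 70% across replicates, with every replicate also reaching that level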
# Target sequence (P26447 whole entry, looked up): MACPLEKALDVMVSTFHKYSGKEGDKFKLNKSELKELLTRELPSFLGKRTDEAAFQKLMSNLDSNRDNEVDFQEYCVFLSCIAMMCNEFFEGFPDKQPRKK
#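 System – human S100A4 monomer protein, biochemical binding assay · Buffer or medium – Calcium-containing HEPES buffer, pH 7.2 · Timing – 5 min between mix addition and reading · Also added – TAMRA-labelled myosin IIA heavy-chain peptide probe, 5 nM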
# E-sel inducer: E-selectin induction in HUVECs, primary screen, imaging, HUVEC, immunofluorescence imaging, single point. P16581. hit rate 0.37% among 260,000. activation, % at 7.58 µM. AID 686992, 2013. normalized: neutral wells 0, TNF-alpha wells 100;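 active = mean E-selectin-positive cell signal at least 10% of the positive control, reached in at least 60% of replicates, without over 20% cell loss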;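 note: in these data hits start at about 27%; measured in HUVEC primary endothelial cells; signal is the percent of cells scored E-selectin positive by PE staining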
# Target sequence (P16581 whole entry, looked up): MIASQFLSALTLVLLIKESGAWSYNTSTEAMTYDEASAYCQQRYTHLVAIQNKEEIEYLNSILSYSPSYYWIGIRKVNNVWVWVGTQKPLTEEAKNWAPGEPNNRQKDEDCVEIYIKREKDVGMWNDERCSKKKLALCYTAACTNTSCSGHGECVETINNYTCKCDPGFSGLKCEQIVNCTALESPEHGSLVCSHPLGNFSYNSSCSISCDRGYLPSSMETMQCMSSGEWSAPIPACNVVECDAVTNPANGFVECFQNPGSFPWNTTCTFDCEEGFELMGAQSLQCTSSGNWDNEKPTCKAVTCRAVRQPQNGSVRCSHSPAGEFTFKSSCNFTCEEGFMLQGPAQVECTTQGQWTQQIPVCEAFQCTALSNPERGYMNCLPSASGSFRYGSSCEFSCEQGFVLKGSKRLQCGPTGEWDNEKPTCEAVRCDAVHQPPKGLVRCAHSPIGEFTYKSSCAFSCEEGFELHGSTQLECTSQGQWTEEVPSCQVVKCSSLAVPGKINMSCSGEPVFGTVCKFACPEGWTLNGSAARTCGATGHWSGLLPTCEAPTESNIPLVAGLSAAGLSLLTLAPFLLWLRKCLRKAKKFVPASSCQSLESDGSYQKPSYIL
#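 Test system – human umbilical vein endothelial cells (HUVEC), E-selectin induction · Input – 3,000 HUVEC seeded per well · Buffer or medium – EGM-2, gelatin · Compound dosing – single-point compound dose · Detection – immunofluorescence imaging · Measure – percent E-selectin-positive cells · Controls – TNF-alpha high, DMSO low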
# RAD52 anneal inh: RAD52 DNA annealing inhibitors, primary screen, biochemical, FRET, single point, set 2. inhibition, % at 18.7 µM. AID 651710, 2012. recombinant RAD52 DNA annealing, FRET fluorescence. hit rate 0.46% among 360,000. DNA repair protein RAD52 homolog (Homo sapiens), P43351;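 active = every replicate showing at least 50% inhibition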
# RAD54 branch: inhibitors of human RAD54 branch migration, primary screen, biochemical, fluorescence, single point; AID 602329, 2012; RAD54 Holliday junction branch migration, FAM/BHQ fluorescence; inhibition, % at 10.4 µM; hit rate 0.14% among 360,000; DNA repair and recombination protein RAD54-like (Homo sapiens), Q92698;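 active = mean normalized replicate activity at least 40 and at least half of replicates scoring 40 or more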;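 note: 0% = median of neutral control wells and 100% = median of positive control wells; inhibitors cause a drop in the FAM fluorescence signal; in these data hits start at about 50%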
# XiGFP reactiv: activators of inactive X chromosome reactivation, primary screen, imaging, XiGFP fibroblasts, GFP high-content imaging, set 2 | AID 743238, 2013 | XiGFP mouse fibroblasts, % GFP-positive cells imaging, 3 d; cells co-treated with 5-aza-dC sensitizer; scaled so ellipticine positive control = 100% | hit rate 0.055% among 360,000 | activation, % at 7.58 µM;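 active = mean normalized replicate activation at least 10% and every replicate at or above 10%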;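 note: 0% = median of on-plate neutral control wells and 100% = ellipticine 6 µM median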
#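 material = 68-5-11 XiGFP fibroblast line | medium = DMEM plus 5-aza-dC sensitizer | schedule = 3 days compound exposure | benchmarks = positive control ellipticine, 6 µM final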
# esBAF inh: Bmi1 luciferase reporter increase in mESCs, primary screen, esBAF inhibitor project, mouse ES cells, Bmi1 luciferase knock-in, single point; 24 h; 100% = twice the neutral-well signal; hit rate 2% among 350,000; reporter increase, % at 12.5 µM; in the data active = activation above about 40%;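 note: 0% = median of the plate's neutral control wells and 100% = double that signal; a rise in the Bmi1 reporter signal indicates esBAF inhibition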
# EWS-Fli inh: EWS/Fli-driven NR0B1 reporter inhibitors, primary screen, A673 cells, NR0B1 luciferase, luminescence, MLPCN library | AID 651661, 2012 | viability-normalised | hit rate 0.67% among 350,000 | inhibition, % at 12.6 µM;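 active = mean inhibition of at least 50% after viability correction, with every replicate also passing that limit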;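 note: firefly luciferase signal divided by Alamar Blue viability fluorescence both relative to DMSO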
# An asterisk follows results filed as active; · = no result given; & = joins results of further samples.
SMILES,FN deposition inh,S100A4 MyoIIA,E-sel inducer,RAD52 anneal inh,RAD54 branch,XiGFP reactiv,esBAF inh,EWS-Fli inh
C[C@@H]1CN([C@@H](C)CO)S(=O)(=O)c2ccc(/C=C/c3ccccc3)cc2O[C@@H]1CN(C)C(=O)Nc1ccc(F)cc1,-21,-11,-0.1,-1,-8,-1.0,0,21
COc1ccc(S(=O)(=O)Nc2ccc3c(c2)C(=O)N([C@@H](C)CO)C[C@H](C)[C@@H](CN(C)S(C)(=O)=O)O3)cc1,·,-1,-3.2,10,2,0.0,0,1
CCC(=O)Nc1ccc2c(c1)nc(CCNC(=O)c1ccco1)n2C,0,2,·,-11,4,0.2,-2,-2
O=C([C@H]1[C@H](CO)[C@H]2Cn3c(cccc3=O)[C@@H]1N2Cc1cccc(Cl)c1)N1CCOCC1,2,-2,0.1,7,10,0.0,-17,-4
COc1ccc(NC(=O)Nc2ccc3c(c2)C(=O)N([C@@H](C)CO)C[C@H](C)[C@@H](CN(C)Cc2ccc4c(c2)OCO4)OCCCC[C@@H](C)O3)cc1,·,16,-0.2,26,-6,-0.9,-3,1
CCC(=O)Nc1ccc2c(c1)C(=O)N(C)C[C@H](OC)[C@@H](C)CN(Cc1ccccc1)[C@H](C)CO2,-4,-44,0.1,4,-6,-0.1,3,6
CC(=O)N1c2ccc(S(=O)(=O)NCC3CCC(C(=O)Nc4ncccc4C)CC3)cc2CC1C (stereo not given),-2,-1,0.2,-2,8,0.0,3,·
Cc1ccc(S(=O)(=O)N(C)C[C@H]2OCCCC[C@@H](C)Oc3ccc(NS(=O)(=O)c4ccc(Cl)cc4)cc3C(=O)N([C@@H](C)CO)C[C@@H]2C)cc1,9,-5,0.3,7,-7,0.0,10,8
CCCc1cc(=O)oc2cc(OCC(=O)NCCCN3CCOCC3)c(Cl)cc12,-24,0,·,3,13,0.2,0,·
CC(=O)c1c(C)[nH]c(C(=O)OCc2ccc(Br)cc2)c1C,18,0,·,0,·,0.0,64*,-38
COCCn1c(C)cc(C(=O)COC(=O)CCS(=O)(=O)c2ccc(C)cc2)c1C,2,-1,0.3,-7,·,0.2,·,-5
C[C@@H]1CN([C@@H](C)CO)S(=O)(=O)c2ccc(-c3ccccc3)cc2O[C@H]1CN(C)Cc1ccccc1,-8,·,-2.1,·,·,-1.3,-7,23
Cc1ccc2c(c1)C1CN(C)CCC1N2C(=O)c1ccc(Cl)c(S(=O)(=O)N2CCOCC2)c1 (stereo not given),2,3,0.4,1,-1,0.0,3,3
CN(Cc1ccccc1)C(=O)COC(=O)COc1ccc(C#N)cc1,4,-2,-0.1,3,-7,-0.1,·,-5
COC(=O)c1cc(S(=O)(=O)NCC2CCN(CCc3cccs3)CC2)cn1C,0,-18,·,-33,0,0.0,-3,-3
Cc1cc(C)n(-c2ccc(F)cc2CN2CCN(Cc3ccccc3)C(CCO)C2)n1 (stereo not given),-6,12,·,-21,7,0.0,-3,13
C[C@@H]1CN([C@@H](C)CO)C(=O)c2cc(NS(=O)(=O)c3cn(C)cn3)ccc2O[C@@H](C)CCCCO[C@H]1CN(C)C(=O)Cc1ccccc1,·,1,0.5,-3,3,-0.9,6,-4
C[C@H]1CN([C@@H](C)CO)C(=O)c2cccc(NS(=O)(=O)c3cccs3)c2O[C@@H]1CN(C)Cc1ccccc1,·,-7,0.1,4,-5,0.0,-4,3
C[C@@H]1CN([C@H](C)CO)C(=O)Cc2cc(NC(=O)NC3CCCCC3)ccc2O[C@H]1CN(C)C(=O)Nc1cccc2ccccc12,·,0,-0.3,19,-4,0.4,7,12
COc1cccc(NC(=S)Nc2ccc(F)cc2)c1,2,-24,·,-9,-3,0.1,6,10

# One compound at a time, from the list above. Screens in order: FN deposition inh, S100A4 MyoIIA, E-sel inducer, RAD52 anneal inh, RAD54 branch, XiGFP reactiv, esBAF inh, EWS-Fli inh
# COC(=O)c1cc(S(=O)(=O)NCC2CCN(CCc3cccs3)CC2)cn1C is listed with 0, -18, ·, -33, 0, 0.0, -3, -3
# CN(Cc1ccccc1)C(=O)COC(=O)COc1ccc(C#N)cc1 is listed with 4, -2, -0.1, 3, -7, -0.1, ·, -5
# C[C@@H]1CN([C@@H](C)CO)C(=O)c2cc(NS(=O)(=O)c3cn(C)cn3)ccc2O[C@@H](C)CCCCO[C@H]1CN(C)C(=O)Cc1ccccc1 is listed with ·, 1, 0.5, -3, 3, -0.9, 6, -4
# C[C@H]1CN([C@@H](C)CO)C(=O)c2cccc(NS(=O)(=O)c3cccs3)c2O[C@@H]1CN(C)Cc1ccccc1 is listed with ·, -7, 0.1, 4, -5, 0.0, -4, 3

# New compounds follow
SMILES,FN deposition inh,S100A4 MyoIIA,E-sel inducer,RAD52 anneal inh,RAD54 branch,XiGFP reactiv,esBAF inh,EWS-Fli inh
Cc1ccc(CNC(=O)CCn2cc(-c3ccc(C)cc3)nc2-c2ccncc2)cc1,3,17&16,-0.1,12&0,-12,0.1,0,7
N#C/C(=C/c1ccc(O)c(O)c1)c1nc2ccccc2[nH]1,0,-9,-0.3,-31,-15,0.0,57*,10
OC[C@@H]1[C@H](c2ccc(/C=C/c3ccccc3)cc2)[C@H]2CN(CCC(F)(F)F)CCCCN12,·,-46,·,-3,5,·,·,11
CN(CCOc1ccccc1)C(=O)CCc1nc2sc3c(c2c(=O)[nH]1)CCCC3,-19,-9,-0.1,-62,-17,0.1,·,-2
CCn1c(SCC(N)=O)nc2cc(S(=O)(=O)N3CCOCC3)ccc21,-10,-1,-1.8,-17,·,0.0,·,4
CCC(=O)N1C[C@@H](C)[C@H](OC)CN(C)C(=O)c2ccc(NS(C)(=O)=O)cc2OC[C@H]1C,0,-1,-0.1,4,-5,0.4,2,1
O=C(Nc1ccc(Cl)cc1)N1CCOC12CCC1(CC2)OCCO1,14,0,1.2,-14,·,0.0,·,-14
Nc1nc(N)c(N=Nc2ccccc2)c(=O)[nH]1,-2,-6,1.2,-5,2,0.0,-3,-2
C[C@H](CO)N1C[C@H](C)[C@H](CN(C)Cc2ccccc2)Oc2ccc(NS(=O)(=O)c3ccc(Cl)cc3)cc2CC1=O,·,-1,0.1,16,0,0.3,1,6
COc1ccc2c3c(n(C)c2c1)[C@H](CO)N(C(C)=O)CC31CCN(C(=O)c2ccccc2)CC1,·,3,0.2,0,·,0.3,·,0
COc1ccccc1C#CC1=CC(=O)C[C@H](c2ccc(F)cc2)C1,-14,-3,-0.1,6,1,0.6,7,9
CC(C)n1cnc2cc(NCc3ccccc3O)ccc21,2,2,0.3,-5,·,0.1,·,-34
Cc1ccc(-c2ccc3c(c2)O[C@H](CN(C)C(=O)CC2CC2)[C@@H](C)CN([C@@H](C)CO)S3(=O)=O)cc1,1,9,-1.9,16,4,-0.7,-2,-1
OC(CN1CCOCC1)c1ccc(F)cc1 (stereo not given),·,-6,·,-16,·,0.0,·,-1
Cc1ccc(NC(=O)COC(=O)c2ccc(=O)n(Cc3ccccc3)n2)cc1F,4,-2,0.1,-7,0,1.8,·,1
COc1cc2c(cc1OC)C(C(=O)O)C(c1ccc3c(c1)OCO3)N(C)C2=O (stereo not given),-3,41,0.5,5,·,-0.1,·,1
C[C@H]1CCCCO[C@@H](CN(C)CC2CC2)[C@@H](C)CN([C@@H](C)CO)C(=O)c2cc(NC(=O)Nc3ccc(F)cc3)ccc2O1,-5,·,-0.4,·,13,0.4,0,-7
Cc1ccccc1NCC(=O)N=Nc1c(O)[nH]c2ccc([N+](=O)[O-])cc12,0,4,·,-3,1,0.0,5,11
O=S(=O)(c1ccccc1)N1CCN(c2nc(-c3cccnc3)nc3ccccc23)CC1,1,2,·,-12,2,0.0,·,5
COc1ccc(S(=O)(=O)N(C)C[C@@H]2Oc3cc(C#CC4CCCC4)ccc3S(=O)(=O)N([C@H](C)CO)C[C@H]2C)cc1,0,22,-3.4,-1,8,1.4,-4,27
CCCCc1cc(=O)oc2cc(OC(C)C(=O)NCC3CCC(C(=O)O)CC3)c(Cl)cc12 (stereo not given),·,-2,·,-6,1,·,-4,0
CO[C@@H]1CN(C)C(=O)c2cc(NC(=O)c3cc(C)on3)ccc2OC[C@@H](C)N(S(=O)(=O)c2ccc(F)cc2)C[C@H]1C,·,7,·,-22,2,·,-1,2
CCc1ccccc1NC(=S)N(Cc1ccc(OC)cc1)CC1CCC(C(=O)O)CC1 (stereo not given),3,-9,·,1,1,0.0,-4,4
Cc1ccc(Cl)cc1NCN1C(=O)c2ccccc2C1=O,5,5,0.0,-5,-5,0.0,-3,4
CO[C@@H]1CN(C)C(=O)c2cc(NC(=O)C3CC3)ccc2OC[C@H](C)N(C(=O)c2ccccc2F)C[C@@H]1C,1,-9,-0.3,-2,-3,0.2,5,-2
C[C@H](CO)N1C[C@H](C)[C@@H](CN(C)C(=O)Nc2ccccc2)OCc2cn(nn2)CCCC1=O,-6&-1,-12&1,0.0&2.4,4&-10,4,-0.4&-0.1,-1&6,-6&1&1
Cc1[nH]n(-c2nc(-c3ccccc3F)cc(=O)[nH]2)c(=O)c1CCO,-6,0,·,-19,·,0.0,·,-1
Nc1ccccc1-c1nc2ccncc2[nH]1,3,1,-0.1,-10,-3,0.0,30,-75
CCCOC(=O)Nc1c(C)cccc1C(C)C,-12,-2,-0.1,-6,-1,0.3,0,5
COc1ccccc1C#Cc1cnc2c(c1)C(=O)N([C@@H](C)CO)C[C@H](C)[C@@H](CN(C)C(=O)CN(C)C)O2,·,-20,0.1,40,5,-0.2,4,0
N#Cc1cccc(-c2ccc([C@H]3[C@@H](CO)N4CCCCN(C(=O)Nc5cccc(F)c5)C[C@@H]34)cc2)c1,·,2,0.4,-20,5,0.4,-6,-1
C[C@@H]1CCCCO[C@@H](CN(C)C(=O)C2CCCCC2)[C@H](C)CN([C@@H](C)CO)C(=O)c2cc(NC(=O)C3CCCCC3)ccc2O1,·,-4,0.0,2,-4,0.4,10,7
O=C(Nc1cc(F)ccc1F)N1CC(=O)N2[C@H](CO)[C@H](c3ccc(C#CC4CCCC4)cc3)[C@H]2C1,-24,·,-0.6,·,·,0.0,·,2
c1ccc2c(c1)oc1c(-c3ccc4nccn4c3)cccc12,16,1,2.7,-32,-1,0.2,16,25
COc1ccc(NC(=O)Cn2c(=O)c(C)nc3ccccc32)cc1Cl,-3,-6,1.0,-35,-12,-0.1,-5,5
Cc1ccc2c(c1)C(=O)C(=O)N2CCCOc1ccccc1,6,7,-0.3,-12,4,·,12,-3
C[C@H](CO)N1C[C@H](C)[C@@H](CN(C)C(=O)c2ccccc2)OCCCC[C@H](C)Oc2ccc(NS(=O)(=O)c3ccc(Cl)cc3)cc2C1=O,0,5,-0.2,24,-1,0.2,1,13
Cc1nc(SCCc2nc3ccccc3[nH]2)c2oc3ccccc3c2n1,-7,-3,-0.1,-149,3,-0.1,-1,2
CCSc1nnc(NC(=O)C2CCN(S(=O)(=O)c3cc(C(F)(F)F)ccc3Cl)CC2)s1,7,-5,·,-13,5,-0.1,·,4
